RXFP1 antag: RXFP1 (human) relaxin receptor antagonism | activity change, negative = inhibition, % at 57.5 µM | Q9HBX9 | 350,000 compounds, 0.59% hits | HEK293-RXFP1, relaxin-stimulated cAMP HTRF, 30 min; hits give low values;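 active = activity change of -60% or lower, but not beyond a set lower limit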; note: % is set by controls: 0 for no effect and ±100 for the full control effect
Target sequence (Q9HBX9 whole entry, looked up): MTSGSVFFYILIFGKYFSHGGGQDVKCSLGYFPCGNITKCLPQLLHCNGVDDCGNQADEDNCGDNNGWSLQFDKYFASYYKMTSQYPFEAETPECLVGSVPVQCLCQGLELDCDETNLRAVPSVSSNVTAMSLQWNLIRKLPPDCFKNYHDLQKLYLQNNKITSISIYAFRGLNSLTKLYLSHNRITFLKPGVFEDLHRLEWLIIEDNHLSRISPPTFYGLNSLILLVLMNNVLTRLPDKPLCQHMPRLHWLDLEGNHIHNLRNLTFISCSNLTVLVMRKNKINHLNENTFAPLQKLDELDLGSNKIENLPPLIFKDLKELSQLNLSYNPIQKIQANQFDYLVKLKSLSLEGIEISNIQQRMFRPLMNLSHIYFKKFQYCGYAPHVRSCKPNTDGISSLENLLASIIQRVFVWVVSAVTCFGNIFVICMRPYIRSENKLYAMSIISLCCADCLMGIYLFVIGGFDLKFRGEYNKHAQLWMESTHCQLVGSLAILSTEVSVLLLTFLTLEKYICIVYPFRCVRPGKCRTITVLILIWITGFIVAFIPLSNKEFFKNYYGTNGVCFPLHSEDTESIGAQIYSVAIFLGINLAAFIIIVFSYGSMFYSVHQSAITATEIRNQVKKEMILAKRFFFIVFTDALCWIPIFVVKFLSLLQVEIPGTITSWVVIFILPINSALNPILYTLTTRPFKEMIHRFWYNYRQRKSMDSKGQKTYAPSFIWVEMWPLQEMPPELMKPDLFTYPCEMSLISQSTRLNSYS
D1 potentiator: human D1 dopamine receptor positive modulation; HEK293 TREx D1 cells, calcium flux, dopamine EC20 potentiation; potentiation, % at 10 µM; 360,000 compounds, 0.036% hits; AID 504651; in the data active = potentiation above about 30%; note: 0% is about no effect
D2 PAM: D2 dopamine receptor (human) potentiation | P14416 | HEK293 T-REx D2, calcium flux, EC20 dopamine potentiation | potentiation, % at 10 µM | 340,000 compounds, 0.34% hits | AID 485347;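 active = potentiation over 3 SD above the plate norm, cut at about 30% in these data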; note: 0% is about no effect
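Tetracycline-induced HEK293 T-REx cells force-coupled to calcium signalling expressed D2; compounds were pin-added after a 10 s baseline, read kinetically 180 s, then an EC20 dopamine challenge followed with a further 180 s calcium read.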
D2 ag: D2 dopamine receptor (human) agonism; activation, % at 2 µM; 340,000 compounds, 0.53% hits; P14416; HEK293 T-REx D2 cells, calcium flux agonist mode;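 active = activation over 3 SD above normal in the single-dose calcium agonist read, cut at about 30% in these data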; note: 0% is about no effect
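Tetracycline-induced HEK293 Trex cells with D2 receptor force-coupled to calcium signaling, plated overnight at 30 C and loaded with no-wash calcium dye. Calcium flux read kinetically for 180 s after compound addition; responses flag agonists.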
TRHR agonist: agonists of human TRH receptor; activation, % at 2 µM; TRHR cells, calcium flux fluo-8, FDSS agonist mode; 360,000 compounds, 0.18% hits; P34981; note: 0% is about no effect
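Read-out: compound-evoked intracellular calcium rise in TRHR cells, fluo-8 dye, kinetic FDSS fluorescence at 1 s/cycle following a 10-cycle baseline. Cells cultured overnight before dye loading (30 min–1.5 h, RT).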
D2 antag: antagonizes the human D2 dopamine receptor. P14416. inhibition, % at 10 µM. AID 485344. 340,000 compounds, 2% hits. HEK293 TREx D2 cells, calcium flux, dopamine EC80; in the data active = inhibition above about 30%; note: 0% is about no effect
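Calcium mobilization kinetics were recorded at 1 s intervals in tetracycline-induced HEK293 T-REx D2 cells, first for 180 s after compound addition and then 180 s after EC80 dopamine.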
D1 ag: agonists of human D1 dopamine receptor | P21728 | HEK293 T-REx D1 cells, calcium flux, agonist mode | activation, % at 2 µM | 360,000 compounds, 1% hits | AID 504660; note: 0% is about no effect
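Agonism was scored from calcium flux recorded over 180 s (1 read/s) after pintool compound addition, following a 10-cycle baseline. Cells were inducible force-coupled HEK293 TREx D1, plated overnight at 30 C and loaded with no-wash calcium dye.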
D1 antagonist: human D1 dopamine receptor antagonism. P21728. HEK293 TREx D1 cells, calcium flux, dopamine EC80; hits give low values. activity change, negative = inhibition, % at 10 µM. 360,000 compounds, 3.2% hits. AID 504652; in the data active = activity change below about -30%; note: % is set by controls: 0 for no effect and ±100 for the full control effect
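Tetracycline-induced HEK293 Trex D1 cells, force-coupled to calcium, dye-loaded; compounds added and read 180 s, then EC80 dopamine added and calcium flux tracked kinetically another 180 s.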
TRHR enhancer: allosteric enhancers of human TRH receptor; enhancement, % at 2 µM; 360,000 compounds, 0.66% hits; P34981; AID 493056; TRHR cells, fluo-8 calcium fluorescence, EC20 TRH enhancement; in the data active = enhancement above about 30%; note: 0% is about no effect
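Enhancer read-out: after compound pinning and an initial kinetic agonist-mode read, an EC20 of TRH (10 nM final) was injected and fluo-8 calcium signal (Ex 480/Em 530) followed at 1 s/cycle for 100 cycles in TRHR-expressing cells.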
An asterisk follows results filed as active; / = no result given. Cut-off read from the data, not from the text of the source, unless noted: active = activation above about 30%; inactive = the rest.

Structure	RXFP1 antag	D1 potentiator	D2 PAM	D2 ag	TRHR agonist	D2 antag	D1 ag	D1 antagonist	TRHR enhancer
Cc1ccc(CNC(=O)c2cc(=O)c3cc(C)cc(C)c3o2)cc1	-2.0	-0.9	-24.2	-0.5	-0.7	/	1.3	7.1	0.8
O=C(O)/C=C/C(=O)Nc1ccc(NC(=O)c2ccccc2)c(Cl)c1	28.7	6.9	3.3	-1.3	-0.3	-12.6	-1.3	-22.9	2.5
CCOc1ccc(CNC(=O)c2cnc3sc(N4CCC(C)CC4)nn3c2=O)cc1OC	-5.1	-0.7	-5.6	-0.3	-0.4	/	5.0	-10.8	5.6
Cc1ncc(CO)c(CNc2ccc(-c3nc4ccccc4[nH]3)cc2)c1O	-0.5	-6.6	14.3	-0.6	0.9	-0.6	2.5	-11.2	-1.8
O=c1[nH]cnc2sc3c(c12)CCCC3	1.2	3.5	5.6	0.3	-0.3	-16.0	3.7	-1.9	-0.4
O=C(NN1C(=O)/C(=C\c2cccnc2)SC1=S)C(c1ccccc1)c1ccccc1	-22.9	-0.7	/	/	0.5	/	0.6	-1.9	-6.3
CC(C)(C)c1ccccc1NC(=O)NC1CCN(Cc2c(F)cccc2Cl)CC1	9.1	-3.8	-7.1	-0.8	-0.6	-7.6	4.2	-11.1	0.9
O=S(=O)(NCc1cccs1)NCc1ccccc1F	-5.8	-1.9	7.5	-0.1	-1.7	-1.0	-0.7	-3.9	1.0
CC(=O)c1cccc(NC(=O)c2cccc(NC(=O)c3ccco3)c2)c1	1.6	3.0	9.3	0.2	-0.4	-0.2	6.1	1.1	28.7
Cc1cc(CN(C)C(=O)CCc2nnc(Cc3cccc(C(F)(F)F)c3)o2)on1	-2.7	0.3	11.8	1.0	-0.3	-0.2	0.7	-1.5	-8.6
Cn1c(SCC(=O)NCc2ccco2)nnc1-c1ccccc1	8.1	-8.5	-1.5	0.0	0.4	0.9	0.6	-53.3*	0.1
CCOC(=O)C1=C(O)/C(=C\c2ccc(CNC(=O)C(=O)Nc3ccccc3)o2)N=C1C	13.3	2.5	5.4	-0.8	0.3	2.7	-1.0	6.5	4.0
O=C(O)c1cc2nccc(-c3ccco3)n2n1	-1.3	-0.8	-1.0	-0.1	0.1	1.3	1.6	10.2	-5.0
COc1ccc(-c2ccc3c(N)c(C(=O)NC(C)C)sc3n2)cc1OC	-6.9	2.8	-8.5	-4.1	-3.0	-15.6	1.2	17.8	7.3
O=C(CSCCO)Nc1ccc(C23CC4CC(CC(C4)C2)C3)cc1	-18.9	1.9	-4.4	-0.3	0.0	12.1	5.0	20.4	8.5
Cc1ccc(NC(=O)C(=O)NCC(c2ccc3c(c2)OCO3)N2CCOCC2)cc1C (stereo unspecified)	-4.6	-6.8	9.4	1.0	-0.3	/	0.7	-19.8	8.1
COC(=O)c1cc(OC)c(OC)cc1NC(=S)N1CCC(C(N)=O)CC1	6.0	-9.0	-15.3	0.1	-0.3	1.8	1.9	0.7	-8.2
O=C(COc1ccc2c3c(c(=O)oc2c1)CCC3)N[C@@H](CSCc1ccccc1)C(=O)O	/	-3.1	-3.1	-0.2	0.3	-1.4	1.0	-24.7	19.9
Nc1c(C(=O)Nc2ccccc2)nnn1Cc1ccc(F)cc1Cl	-14.8	2.5	-5.8	11.5	16.1	/	88.2*	-31.4*	0.1
OC(CNCCc1ccc(C(F)(F)F)cc1)COc1cccc2ccccc12 (stereo unspecified)	-21.4	6.0	7.8	6.6	1.6	20.6	42.1*	11.5	4.0

2 of these compounds, reformatted:
Value order – RXFP1 antag	D1 potentiator	D2 PAM	D2 ag	TRHR agonist	D2 antag	D1 ag	D1 antagonist	TRHR enhancer
- Cn1c(SCC(=O)NCc2ccco2)nnc1-c1ccccc1
→ 8.1	-8.5	-1.5	0.0	0.4	0.9	0.6	-53.3*	0.1
- CCOC(=O)C1=C(O)/C(=C\c2ccc(CNC(=O)C(=O)Nc3ccccc3)o2)N=C1C
→ 13.3	2.5	5.4	-0.8	0.3	2.7	-1.0	6.5	4.0

Individual results from the results shown:
O=C(CSCCO)Nc1ccc(C23CC4CC(CC(C4)C2)C3)cc1 – D1 potentiator = 1.9
Cc1cc(CN(C)C(=O)CCc2nnc(Cc3cccc(C(F)(F)F)c3)o2)on1 – TRHR agonist = -0.3
COC(=O)c1cc(OC)c(OC)cc1NC(=S)N1CCC(C(N)=O)CC1 – TRHR enhancer = -8.2

Continuation:
Structure	RXFP1 antag	D1 potentiator	D2 PAM	D2 ag	TRHR agonist	D2 antag	D1 ag	D1 antagonist	TRHR enhancer
C#CCNC(=O)C1=C[C@H](c2csc3ccccc23)C[C@H](OCc2ccc(CO)cc2)O1	/	1.9	-12.6	-0.1	-0.4	7.2	3.6	-22.0	-9.0
COc1ccccc1NC(=O)Cn1cnc2c1c(=O)n(C)c(=O)n2C	-10.6	-5.8	-4.5	-0.1	0.0	-12.7	1.0	1.8	-3.9
Cc1ccc(-c2nn(-c3ccccc3)cc2/C=N/NC(=O)c2ccc3c(c2)OCO3)cc1	-5.8	-2.3	-1.8	-0.3	-0.2	31.8*	1.8	-0.2	9.8
COc1ccc(C)cc1NC(=O)CSc1ccc(-c2sc(C)nc2C)nn1	7.9	-1.5	/	/	-0.6	/	10.0	-50.4*	-4.1
CCN(CC)c1ccc(NC(=O)CCS(=O)(=O)c2ccc3c(c2)oc(=O)n3C)c(C)c1	-3.7	4.0	1.0	-0.3	-0.7	/	0.0	-1.7	-11.3
COc1cccc(-n2nc(-c3ccnn3-c3cccc(Cl)c3)c(=O)n(C)c2=O)c1	3.9	-1.0	4.3	-2.5	0.7	1.4	0.8	1.1	5.0
O=C(NC(Cc1ccccc1)C(=O)O)/C(=C\c1ccc(F)cc1)NC(=O)c1ccco1 (stereo unspecified)	-3.1	3.6	0.1	-0.5	0.2	14.8	0.1	-4.4	5.8
CNC(=S)NNC(=O)c1ccc(=O)n(Cc2ccc(Cl)cc2Cl)c1	8.5	0.7	/	/	0.0	/	3.0	3.6	-2.8
c1cncc(CNc2ncnc3ccc(-c4ccc5c(c4)OCCO5)cc23)c1	/	-3.9	/	/	0.0	/	1.6	-12.3	4.3
COc1ccc(CCNC(=O)[C@H](CCSC)NC(=O)N2CCn3c2nc2ccccc23)cc1OC	-7.9	-6.7	-2.0	-0.8	0.0	-1.0	1.1	-13.0	-2.0
COc1cc(CNCCc2ccccc2)cc(Br)c1OCC(=O)Nc1ccccc1C	-13.6	-2.6	3.9	/	1.3	/	51.1*	-15.6	5.1
O=C1/C(=C/N(C(=O)c2ccco2)c2ccc(Cl)cc2)Sc2ccccc21	-0.1	-3.5	-14.7	1.1	4.9	-9.6	22.0	-17.9	-1.9
CCCN1CCC(N2CCCC(C(=O)O)C2)CC1 (stereo unspecified)	-4.4	-1.7	/	0.2	0.0	-7.8	2.6	-7.8	3.9
Cc1noc(C)c1S(=O)(=O)N1CCC2(CC1)OCCO2	-7.1	-5.5	-5.2	-0.2	1.3	10.6	0.5	-16.2	-6.2
CC(C#N)(NC(=O)CN1CCN(S(=O)(=O)c2ccccc2Cl)CC1)C1CC1 (stereo unspecified)	0.3	-7.3	15.2	-1.0	-0.3	-7.6	2.2	-3.3	-1.4
S=c1[nH]nc(C2CCCCC2)o1	-31.4	6.8	-2.1	0.0	0.2	10.1	0.4	-1.5	-4.6
CCOc1ccc(-c2nnn(CC(=O)NCc3ccco3)n2)cc1	-2.1	-3.9	13.8	-0.2	-0.3	-15.5	0.4	-2.0	-6.8
Cc1ccc[n+](CC(=O)c2ccc(Br)cc2)c1C	-0.5	-0.6	-12.0	-0.4	0.7	-2.7	0.6	-6.4	8.1
N#C/C(=C\c1ccc(-c2ccc(S(=O)(=O)N3CCOCC3)cc2)o1)C(=O)NC1CC1	-11.6	-1.9	-0.1	0.3	-0.4	-5.5	0.0	-17.4	-1.0
CCOC(=O)N1CCC(N2CCN(S(=O)(=O)c3ccc(Cl)cc3)CC2)CC1	13.8	-1.5	8.4	-0.5	-0.9	-14.0	5.5	/	10.3
CC(C)(C)NC(=O)Cn1cnc([N+](=O)[O-])n1	-4.6	-0.7	-10.8	0.6	-0.2	15.5	0.1	-6.9	-0.5
Nc1nc2ccccc2n1/N=C/c1ccc(Br)cc1	-12.3	-8.3	/	1.0	-4.8	10.6	-1.2	13.0	-1.1
CCN(C(=O)CCN1C(=O)S/C(=C\c2ccccc2)C1=O)C1CCS(=O)(=O)C1 (stereo unspecified)	11.2	-3.5	9.3	-0.4	-0.4	-6.1	10.3	-17.9	-0.8
CN1/C(=C\C=N\NC(=O)c2ccc(O)cc2)C(C)(C)c2ccccc21	-21.1	19.3	-8.0	-0.6	-0.1	6.5	2.1	22.1	6.8
CCS(=O)(=O)Nc1ccc(C(=O)NCCSc2ccccc2)cc1	7.2	0.3	6.3	0.6	-0.3	-11.6	5.5	-12.1	-1.1
O=C(NCCc1ccccc1)C1CCN(S(=O)(=O)N2CCCCC2)CC1	12.4	-5.8	-5.1	0.0	0.7	-11.1	4.7	3.7	3.0
COc1cc2c(cc1OC)CN(CC(=O)Nc1ccccc1SC)CC2	-10.0	-4.5	-9.1	-0.4	-1.0	-6.7	9.9	-9.0	8.5
CCOCCn1c(CN2CCC(Cc3ccccc3)CC2)nc2c1c(=O)n(C)c(=O)n2C	-8.9	0.1	-0.3	0.1	-0.2	-6.7	2.3	0.3	-9.9
O=C(CCc1ccccc1F)N1CCN(c2ccccc2)CC1	2.8	-7.0	1.0	-0.6	0.5	7.2	3.7	-24.8	-2.4
CCOC(=O)c1ccccc1NC(=O)N1CCC(CN2CCCCC2)CC1	0.3	1.1	-6.4	1.3	1.4	/	-0.8	4.6	13.2
CCCN(CC(=O)Nc1ccccc1C)C(=O)c1ccc(N2CCOCC2)c([N+](=O)[O-])c1	0.8	-2.5	5.5	0.7	0.5	0.0	1.5	7.4	-7.0
CCOC(=O)c1cn(CC)c2ccc(Br)cc2c1=O	2.7	-1.6	7.1	-1.2	-1.5	4.0	2.3	3.3	-2.2

Bioassay records: PubChem, National Center for Advancing Translational Sciences (NCATS)
